# Source: PubChem
# UTI89 phage lysis = inhibition of K1F phage lysis, E. coli UTI89, bacterial capsule biogenesis inhibitors, alamar blue (AID 488966); E. coli UTI89 K1F phage lysis, alamar blue, 2 h; higher % means a stronger effect; one-dose inhibition, % at 100 µM; IC50 in µM for titrated hits; hit rate 0.02% among 340,000;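 active = phage lysis inhibition, versus mean bacterial control, above a set limit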;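 also: capsule biogenesis inhibitors block K1F phage lysis so surviving cells raise fluorescence; higher fluorescence means more inhibition of phage lysis; actives were called in the ten point dose series up to 300 µM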
# RSV CPE inhibition = inhibition of RSV-induced cytopathic effect – HEp-2 cells, primary 10 µM value included (AID 2391); HEp-2 cells, RSV-induced CPE inhibition; higher % means a stronger effect; one-dose CPE inhibition, % at 10 µM; IC50 in µM for titrated hits; hit rate 0.13% among 310,000; in the data active = a potency from the dose series; also: strong numbers were not always called active
# GPR55 antagonists = inhibition of LPI-stimulated GPR55 beta-arrestin translocation – imaging, U2OS, beta-arrestin-GFP, LPI agonist, primary screen (AID 2013). U2OS GPR55 beta-arrestin-GFP translocation imaging, LPI antagonism; higher % means a stronger effect. inhibition, % at 10 µM; hits with a dose series show IC50 in µM. hit rate 0.13% among 290,000;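 active = spots per cell inhibited over 60%, with over 100 cells counted and total cytoplasm intensity under 500,000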;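 also: U2OS cells stably carrying GPR55 and arrestin-GFP stimulated by 5 µM LPI near EC80; imaged beta-arrestin-GFP aggregate spots per cell after agonist stimulation; plate controls were LPI-stimulated DMSO wells for no effect and DMSO wells without LPI for full effect; some results filed as inactive read as strong as hits; confirmed hits need IC50 under 10 µM and bright autofluorescent wells are also inconclusive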
# Salmonella PhoP GFP = inhibitors of PhoP regulon expression, primary screen, Salmonella Typhimurium, GFP reporter (AID 1863). hit rate 0.16% among 300,000. S. Typhimurium PhoP-regulated promoter GFP reporter, 4 h; higher % means a stronger effect. inhibition, % at 50 µM; hits with a dose series show IC50 in µM;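 active = inhibition over 29.93%, a cutoff 3 SD above the screen mean, later confirmed by dose response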;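 also: 0% = low Mg2+ inducing control and 100% = high Mg2+ repressing control; strong numbers were not always called active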
# GPR35 antagonists = GPR35 antagonists blocking zaprinast-driven arrestin recruitment, primary screen, imaging, U2OS, beta-arrestin-GFP, zaprinast agonist (AID 2058); U2OS GPR35 beta-arrestin-GFP translocation imaging, zaprinast antagonism; higher % means a stronger effect; one-dose inhibition, % at 10 µM; IC50 in µM for titrated hits; hit rate 0.052% among 290,000;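 active = inhibition of at least 50% with at least 30 cells and total cytoplasm GFP at most 10,000,000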
# NS5 inhibitors = Dengue-2 NS5 methyltransferase inhibitors, primary screen, biochemical, confirmation dose response (AID 588689). Dengue-2 NS5 methyltransferase capping enzyme assay, biochemical; higher % means a stronger effect. inhibition, % at 25 µM; hits with a dose series show IC50 in µM. hit rate 0.3% among 340,000; in the data active = a potency from the dose series
# HIV peptide binding = inhibitors of HIV fusion peptide binding, primary screen, biochemical, uHTS, fluorescence dequenching (AID 1986); cell-free peptide binding, fluorescence dequenching, 30 min; higher % means a stronger effect; inhibition, % at 20 µM, or IC50 in µM where a hit was titrated; hit rate 0.3% among 290,000; in the data active = inhibition mostly above about 52%, no sharp cut-off; inactive = mostly below about 76%; also: some results filed as inactive read as strong as hits
# SV40 large T antigen = SV40 large T antigen inhibitors, biochemical (AID 1903) | SV40 large T antigen ATPase/helicase inhibition assay; higher % means a stronger effect | hit rate 0.39% among 310,000 | inhibition, % at 20 µM, or IC50 in µM where a hit was titrated; in the data active = a potency from the dose series; also: strong numbers were not always called active
# Rac1 GTP hydrolysis = MgcRacGAP GTPase-activating activity inhibitors, confirmation, biochemical, ADP Hunter fluorescence | hit rate 0.6% among 340,000 | one-dose inhibition, % at 30 µM; IC50 in µM for titrated hits | MgcRacGAP-stimulated Rac1 GTP hydrolysis, ADP Hunter fluorescence; higher % means a stronger effect; GST-tagged Rac1 F28L mutant substrate;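 active = first-screen hits whose inhibition reached a set limit at any dose in the follow-up dose series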;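 also: fluorescence reports GDP produced by GAP-driven GTP hydrolysis; strong numbers were not always called active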
# NS5 inhibitors pilot replicate = second read-out of NS5 inhibitors, no call of its own (marks repeat the call); inhibition, %; measured here: pilot screen replicate inhibition
# Active calls of the source: *; i = inactive; nt = not tested or not shown; [ ] = remark or other dose. Hits appear at their usual frequency, and some 1.5% of all compounds hit somewhere here.
SMILES,UTI89 phage lysis,RSV CPE inhibition,GPR55 antagonists,Salmonella PhoP GFP,GPR35 antagonists,NS5 inhibitors,HIV peptide binding,SV40 large T antigen,Rac1 GTP hydrolysis,others
C/C(=N\NC(=O)CN1CCOCC1)C(C)(C)C,4.0%,-0.1%,14%,21%,-3%,-3%,0.7%,7%,4%,
O=C(/C=C/c1ccccc1Cl)NC1CCCCC1,0.3%,1.5%,0%,0%,6%,-7%,-2.0%,4%,2%,
Cc1cc(C(=O)NN=C2C3CC4CC(C3)CC2C4)c2ccccc2n1,-0.1%,0.4%,8%,-2%,-3%,0%,-2.9%,0%,3%,
COc1ccccc1NC(=O)CSCC(N)=O,-0.3%[50 µM],1.0%,17%,-8%,-2%,1%,1.2%,5%,8%,
COc1cc(NC(=O)c2ccc(C(C)(C)C)cc2)c(OC)cc1NC(=O)CN1CCCCC1,0.4%,21%,11%,-7%,3%,1%,-1.3%,8%,-8%,
O=C(CSCc1ccc(F)cc1)NCc1ccc(F)cc1,3.2%,-0.6%,6%,6%,0%,-6%,1.0%,-8%,1%,
CCOC(=O)c1c(C)[nH]c(C(=O)COC(=O)c2oc3ccccc3c2C)c1C,-0.1%,8.3%,-1%,-5%,-4%,-4%,-1.6%,11%,6%,
CC(NS(=O)(=O)c1ccc2[nH]c(=O)c(=O)[nH]c2c1)C(=O)O (configuration not stated),0.1%,0.1%,2%,0%,3%,-2%,-1.8%,19%,2%,
O=C(CCNC(=O)c1ccco1)Nc1ccc(C(F)(F)F)cc1,-0.3%,0.7%,9%,9%,6%,20%,-2.0%,2%,-1%,
CCC(C)N(C)C1CCN(C(=S)Nc2cccc(OC)c2)CC1 (configuration not stated),0.0%,-1.1%,0%,2%,-17%,-10%,-0.7%,14%,11%,
O=C(Cc1n[nH]c(=O)[nH]c1=O)N/N=C/c1cccc(O)c1,-1.4%,-0.1%,-1%,-10%,3%,1%,-1.3%,10%,-2%,
Cc1cc([N+](=O)[O-])ccc1NC(=O)CN1CCN(Cc2ccccc2)CC1,0.5%,-0.2%,7%,0%,-12%,-10%,1.5%,9%,4%,
Cc1nnc(SCC(=O)Nc2sccc2C(N)=O)n1Cc1ccccc1,1.4%,1.1%,8%,-3%,28%,-2%,1.6%,18%,2%,
Fc1ccc(Nc2ccc3ccccc3n2)c(F)c1,-0.2%,3.3%,9%,6%,0%,4%,-1.4%,-2%,1%,
COc1ccc(OC)c(NC(=O)COC(=O)Cn2nnc(-c3ccccc3)n2)c1,0.2%[50 µM],0.3%,nt,nt,nt,-5%,nt,nt,3%,

# An excerpt from above in order of count of non-hydrogen atoms, largest number first:
SMILES,UTI89 phage lysis,RSV CPE inhibition,GPR55 antagonists,Salmonella PhoP GFP,GPR35 antagonists,NS5 inhibitors,HIV peptide binding,SV40 large T antigen,Rac1 GTP hydrolysis,others
Cc1nnc(SCC(=O)Nc2sccc2C(N)=O)n1Cc1ccccc1,1.4%,1.1%,8%,-3%,28%,-2%,1.6%,18%,2%,
O=C(CSCc1ccc(F)cc1)NCc1ccc(F)cc1,3.2%,-0.6%,6%,6%,0%,-6%,1.0%,-8%,1%,
C/C(=N\NC(=O)CN1CCOCC1)C(C)(C)C,4.0%,-0.1%,14%,21%,-3%,-3%,0.7%,7%,4%,

# The listing picks up, starting five compounds before the break.
SMILES,UTI89 phage lysis,RSV CPE inhibition,GPR55 antagonists,Salmonella PhoP GFP,GPR35 antagonists,NS5 inhibitors,HIV peptide binding,SV40 large T antigen,Rac1 GTP hydrolysis,others
O=C(Cc1n[nH]c(=O)[nH]c1=O)N/N=C/c1cccc(O)c1,-1.4%,-0.1%,-1%,-10%,3%,1%,-1.3%,10%,-2%,
Cc1cc([N+](=O)[O-])ccc1NC(=O)CN1CCN(Cc2ccccc2)CC1,0.5%,-0.2%,7%,0%,-12%,-10%,1.5%,9%,4%,
Cc1nnc(SCC(=O)Nc2sccc2C(N)=O)n1Cc1ccccc1,1.4%,1.1%,8%,-3%,28%,-2%,1.6%,18%,2%,
Fc1ccc(Nc2ccc3ccccc3n2)c(F)c1,-0.2%,3.3%,9%,6%,0%,4%,-1.4%,-2%,1%,
COc1ccc(OC)c(NC(=O)COC(=O)Cn2nnc(-c3ccccc3)n2)c1,0.2%[50 µM],0.3%,nt,nt,nt,-5%,nt,nt,3%,
Cc1ccc(OCC(=O)N(C)CC(=O)N(CC(C)C)c2c(N)n(CC(C)C)c(=O)[nH]c2=O)c(C)c1,-0.8%[50 µM],-2.9%,nt,-5%,nt,-1%,nt,26%,-12%,
CCC1Nc2ccccc2-c2nnc(SC)nc2O1 (configuration not stated),i,nt,1%,-15%,-4%,6%,1.8%,0%,12%,
CC(C)(C)c1ccc(S(=O)(=O)N2CCN(C3CCCC3)CC2)cc1,0.1%,0.8%,-5%,0%,4%,2%,2.6%,3%,8%,
Cc1ccnc(N2CCCC(C(=O)Nc3cc(F)ccc3C)C2)n1 (configuration not stated),0.1%,0.3%,10%,-12%,12%,-2%,2.5%,0%,4%,
COc1ccc(Cl)cc1-n1c(C)ccc1C,0.6%,4.9%,2%,-7%,4%,-5%,4.3%,18%,6%,
CCOc1ccc(Nc2nc(N)nc(CSC(=S)N3CCOCC3)n2)cc1,-0.8%,2.5%,2%,-9%,6%,3%,-1.2%,13%,3%,
CCC(=O)Nc1nc2c(c(=O)[nH]1)CCCC2,-0.4%,-1.4%,7%,-11%,6%,nt,0.1%,10%,-7%,
Cn1c(=O)c2cc(NC(=O)c3ccccc3Cl)c(=O)oc2n(C)c1=O,1.4%,-0.9%,-8%,-20%,3%,-1%,3.6%,13%,-3%,
Cn1cccc1/C=N/NC(=O)c1ccccn1,0.4%,0.0%,9%,0%,3%,-7%,0.0%,20%,8%,
c1ccc(C2OCC3(CO2)COC(c2ccccc2)OC3)cc1 (configuration not stated),0.5%,-0.3%,-4%,6%,15%,-6%,-2.9%,6%,9%,
CC(C)Sc1nc2sccc2c(=O)n1-c1ccccc1,0.0%,1.1%,-15%,-1%,11%,-15%,0.0%,2%,7%,
Cc1onc(-c2ccccc2Cl)c1C(=O)NC(=S)Nc1ccccc1F,0.2%,7.0%,4%,-11%,20%,-5%,-0.8%,12%,5%,
O=S(=O)(N/N=C/c1cn(Cc2ccccc2)c2ccccc12)c1ccccc1,1.2%,-2.5%,14%,5%,-2%,-6%,-2.4%,14%,6%,NS5 inhibitors pilot replicate=-2.4
CCOC(=O)CN1C(=O)S/C(=C/C=C/c2ccc(N(C)C)cc2)C1=O,0.3%,0.1%,13%,-10%,2%,-42%,50%,15%,15%,
C=CCOc1nc2c(c(=O)n(Cc3ccc(Cl)c(Cl)c3)c(=O)n2C)n1C,0.0%,0.9%,nt,nt,nt,-5%,nt,nt,9%,
Cc1ccc(-n2c(C)cc(=O)cc2C)cc1[N+](=O)[O-],0.1%,3.6%,-11%,5%,-17%,-6%,0.1%,2%,7%,
O=C(CSc1nc2cc(Cl)ccc2s1)c1cc2ccccc2o1,-1.6%,3.5%,-9%,-14%,-1%,-12%,14%,30%,12%,
FC(F)(F)c1cc(-c2cccs2)nc2cc(-c3ccccc3)nn12,1.6%[50 µM],1.7%,3%,-11%,-4%,1%,0.7%,7%,5%,
CCCCCc1ccc(C2=NNC(=O)CC2)cc1,0.9%,-2.1%,8%,-4%,14%,1%,0.3%,8%,8%,
C/C=C/C(=O)N1c2ccccc2C(C)=CC1(C)C,0.6%,-0.3%,2%,3%,13%,-3%,-0.6%,3%,-1%,
CN(CC(=O)O)c1ccc(C(F)(F)F)cc1[N+](=O)[O-],-0.2%,nt,10%,-5%,24%,1%,-1.4%,1%,-2%,
CCOC(=O)N/N=C/c1ccc(C)o1,-1.2%,1.9%,5%,-3%,8%,-4%,-1.1%,2%,7%,
Cc1cccc([C@@H]2[C@@H]3C(=O)N(Cc4ccccc4)C(=O)[C@@H]3[C@]3(CC(C)C)C(=O)N(c4cccc(F)c4)C(=O)N23)c1,1.0%,1.2%,nt,-5%,nt,-10%,nt,10%,2%,
Cc1nc2oc3c(NCc4ccccn4)ncnc3c2c2c1COC(C)(C)C2,-0.1%,-0.5%,8%,-5%,-12%,-6%,-1.4%,18%,11%,
O=C(COC(=O)C1CC2CCCC(C1)C2=O)Nc1cccc(F)c1 (configuration not stated),0.3%[50 µM],-0.5%,nt,nt,nt,1%,nt,nt,4%,
O=C(COc1ccccc1)Nc1nnc(-c2ccc(Cl)cc2)o1,-0.1%,1.6%,12%,-7%,5%,-6%,6.4%,15%,8%,
Cc1ccc(S(=O)(=O)N2CCN(C(=O)c3cc(=O)c4ccccc4o3)CC2)cc1,0.1%,-2.0%,13%,6%,-3%,-1%,-2.4%,9%,2%,
COc1ccc(C(=O)COc2ccc3ccc(=O)oc3c2)cc1,-0.4%[50 µM],0.3%,8%,-5%,16%,-3%,-1.6%,16%,10%,
CCOc1ccc(CNC(=O)c2ccc(Sc3ccc(Cl)cc3)c(NC(C)=O)c2)cc1OC,4.3%,3.1%,5%,-2%,-10%,0%,0.2%,27%,6%,
CCOc1ccc(C2(C)CC(=O)N(C)C2=O)cc1 (configuration not stated),0.1%,0.2%,6%,9%,4%,-5%,0.0%,7%,10%,
COc1ccc(CCN(C)C2CC(=O)N(c3ccccc3)C2=O)cc1OC (configuration not stated),0.5%,3.0%,-15%,-2%,-6%,2%,-0.3%,11%,2%,
COc1ccccc1Nc1nc(N)nc(CSc2nc(C)cc(C)n2)n1,0.5%,3.8%,2%,2%,16%,-2%,-1.6%,9%,4%,
